AmpC no deterg: inhibitors of E. coli AmpC beta-lactamase without detergent; P00811; AmpC nitrocefin hydrolysis, absorbance 480 nm, 0.0001% Triton; Potency, µM (top dose mostly 57.1 µM), inactives show top-dose activity change, negative = inhibition, hits mostly inhibitors; 330,000 compounds, 0.52% hits; AID 485341;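 note: potency is the fitted concentration of half-maximal effect; plate controls were no compound for no effect and no enzyme for full effect; nearly all actives have a fitted effect of over 20% in size; some results filed as inactive show a strong effect at the top dose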
Target sequence (P00811 whole entry, looked up): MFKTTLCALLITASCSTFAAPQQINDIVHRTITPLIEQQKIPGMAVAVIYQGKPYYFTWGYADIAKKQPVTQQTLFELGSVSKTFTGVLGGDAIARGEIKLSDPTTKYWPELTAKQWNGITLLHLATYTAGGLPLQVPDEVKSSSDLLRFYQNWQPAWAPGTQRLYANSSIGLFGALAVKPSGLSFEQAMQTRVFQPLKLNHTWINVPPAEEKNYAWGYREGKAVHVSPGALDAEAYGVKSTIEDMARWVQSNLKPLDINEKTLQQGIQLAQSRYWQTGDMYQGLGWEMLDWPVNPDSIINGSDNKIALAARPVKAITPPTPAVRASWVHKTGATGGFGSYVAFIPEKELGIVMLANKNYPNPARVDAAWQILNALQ
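20 mM phosphate pH 7.0 + 0.01% (detergent screen) or 0.0001% Triton X-100; 5.3 nM AmpC reagent; cpd preinc 15 min RT; nitrocefin (800 uM stock) to start; A480 q20 s × 4 min; Activity was normalised to no-enzyme and no-compound control wells.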
AmpC detergent: blocks E. coli AmpC beta-lactamase in detergent assay. P00811. AmpC hydrolysis of nitrocefin, absorbance 480 nm, 0.01% Triton. Potency, µM (top dose mostly 114 µM), for the others: at the highest dose activity change, negative = inhibition, most hits filed as inhibitors. 370,000 compounds, 0.041% hits. AID 485294;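 note: potency is the fitted concentration of half-maximal effect; 0% = no-compound wells and -100% = no-enzyme wells; nearly all actives have a fitted effect of over 25% in size; some results filed as inactive show a strong effect at the top dose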
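20 mM phosphate pH 7.0 + 0.01% (detergent screen) or 0.0001% Triton X-100; 5.3 nM AmpC reagent; cpd preinc 15 min RT; nitrocefin (800 uM stock) to start; A480 q20 s × 4 min; Activity was normalised to no-enzyme and no-compound control wells.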
HCV inhibitor: HCV inhibition; 340,000 compounds, 3.4% hits; AID 651820; Huh7.5.1 HCVcc-Cre infection, luciferase reporter, 44 h; Potency, µM (doses to about 41.8 µM), for the others: top-dose activity change, negative = inhibition, actives largely listed as inhibitors; note: potency is the fitted concentration of half-maximal effect
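Reporter virus HCVcc-Cre (~0.5 moi) infects cells exposed to compound; seeding density 1,000 cells/well with 4 h settling beforehand. Luminescence, 15 sec read, taken 44 h post-infection following a 15 min RT substrate incubation.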
Giardia FBPA inh: blocks Giardia fructose-bisphosphate aldolase activity. purified Giardia FBPA. Potency, µM (top dose mostly 59.6 µM), inactives show at the highest dose activity, negative = inhibition, actives largely listed as inhibitors. 290,000 compounds, 0.71% hits. A8B2U2; note: potency is the fitted concentration of half-maximal effect; nearly all actives have a fitted effect of over 55% in size
Target sequence (A8B2U2 whole entry, looked up): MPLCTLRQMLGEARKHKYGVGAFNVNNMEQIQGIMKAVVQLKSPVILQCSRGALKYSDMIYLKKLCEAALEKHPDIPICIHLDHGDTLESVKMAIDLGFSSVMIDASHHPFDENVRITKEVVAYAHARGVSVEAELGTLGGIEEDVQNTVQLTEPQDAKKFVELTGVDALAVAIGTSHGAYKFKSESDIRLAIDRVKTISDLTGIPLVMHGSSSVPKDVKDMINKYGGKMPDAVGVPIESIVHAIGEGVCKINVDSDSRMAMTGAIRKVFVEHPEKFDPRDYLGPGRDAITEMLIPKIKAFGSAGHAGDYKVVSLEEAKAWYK
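Giardia FBPA (40 nM reagent) was preincubated 10 min at RT with compound (up to 57.5 uM final), then substrate plus GAPDH/TPI/NAD/arsenate coupling system with diaphorase/resazurin was added; resorufin fluorescence (525/598 nm) was read after 20 min.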
Sm TGR block: S. mansoni TGR enzyme inhibition | purified TGR, DTNB reduction, TNB absorbance 405 nm | AID 485364 | 360,000 compounds, 3% hits | Potency, µM (doses to about 114 µM), for inactives: at the top dose activity change, negative = inhibition, actives largely listed as inhibitors; note: potency is the fitted concentration of half-maximal effect; nearly all actives have a fitted effect of over 60% in size
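TGR 20 nM + NADPH 100 uM (dispensed conc.), cpd preinc 15 min RT; start with NADPH (500 uM addition) then DTNB (15 mM addition). Kinetic TNB absorbance, 405 nm filter. Four-parameter Hill fit across titration.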
HCMV antiviral: human cytomegalovirus inhibition | HFF cells, HCMV-luciferase reporter, 72 h; stronger effect = lower value | AID 1259415 | 410,000 compounds, 4.5% hits | activity change, negative = inhibition, % at 57.5 µM; in the data active = activity change below about -60%; inconclusive = no clear call, values can overlap the other calls; inactive = above about -39%
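Steps: HFFs plated, 16 h 37C; compounds added; HCMV-luciferase added to MOI 1 PFU/cell; 72 h 37C; OneGlo reagent, 5 min room temperature; luminescence read, normalized to controls.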
* marks the source's active call; other numbers are inactive results; ? = inconclusive; . = not tested or not shown; [ ] = another dose, or the depositor's remark. Unless noted, calls come from the whole dose curve; as a rule, active = well fitted curve in the direction sought with a large enough effect; inconclusive = small, poorly fitted or top-dose-only effect, or another doubt; inactive = no such curve, though single readings can be large; an effect the other way counts as inactive or inconclusive. Unless noted, % is set by controls: 0 for no effect and ±100 for the full control effect. Random draw from the library. Share with any hit: about 9.9%.

SMILES	AmpC no deterg	AmpC detergent	HCV inhibitor	Giardia FBPA inh	Sm TGR block	HCMV antiviral
C=CCNC(=O)Nc1cc(Cl)ccc1OC	-7%	3%	-23%	-18%	4%	-34
Cc1ccc(N2CCN(C(=O)c3cccn4c(=O)c5ccc(Cl)cc5nc34)CC2C)cc1 (configuration not stated)	.	12%	.	.	2%	-10
O=C(NCCC1CCCCN1S(=O)(=O)c1ccc(Cl)cc1)C(=O)NCCN1CCOCC1 (configuration not stated)	114%[activator]	0%	12%	.	-10%	-22
Cc1ccc2c(c1)N(CC(=O)N1CCCCCC1)C(=O)C(C)O2 (configuration not stated)	-3%	0%	13%	8%	-6%	-30
O=C(NC1CC1)C1CCCN1S(=O)(=O)c1ccc2ccccc2c1 (configuration not stated)	-10%	-3%	-21%	7%	-4%	1
Cc1cccc(C(=O)NCCC(=O)Nc2nc(C)c(Cc3ccc4c(c3)OCO4)s2)c1	-3%	-7%	10%	6%	1%	?
COc1ccc(S(=O)(=O)N2CCCCC2)cc1NC(=O)c1ccc2c(c1)OCO2	-14%	-4%	-4%	0%	-10%	?
COc1ccc(Cl)cc1NC1=NCC(C)S1 (configuration not stated)	?	0%	11µM*	1%	4%	2
COc1ccc(CCNC(=O)c2c(C)nn(-c3ccc(F)cc3)c2-n2cccc2)c(OC)c1OC	.	0%	.	.	9%	?
O=C(NCc1cccc(C(F)(F)F)c1)c1cc(Cl)cc(Cl)c1	-9%	5%	-8%	3%	1%	13
CC(=O)Nc1ccc(C(=O)NC(C)c2ccc(-n3ccnc3)cc2)cc1 (configuration not stated)	-4%	6%	-3%	.	0%	91
O=C(COc1ccccc1F)NNC(=O)Cc1ccc(S(=O)(=O)N2CCOCC2)s1	-17%	-5%	3%	.	-1%	-12
Cc1cccc(N2CCN(C(=O)CCn3c(=S)[nH]c4cc5c(cc4c3=O)OCO5)CC2C)c1 (configuration not stated)	-28%	?	?	0%	-8%	5
COc1cccc(CNC(=O)COC(=O)c2cc([N+](=O)[O-])ccc2N2CCCC2)c1	-13%	?	?	.	5%	?
Cc1ccn2c(CNCCn3nc(C)cc3C)c(C(=O)N3CCCCCC3)nc2c1	40%	-2%	6%	2%	-18%	8
O=C(CSc1nnc(C23CC4CC(CC(C4)C2)C3)o1)Nc1ccc(N2CCOCC2)c(Cl)c1	3%	?	?	2%	-21%	?
O=C(Nc1cccc(Cl)c1)N1CCc2ccccc2C1	-30%	?	?	-4%	12%	45
CS(=O)(=O)c1cccc(C(=O)Oc2ccccc2)c1	-39%	-2%	1%	12%	0%	15
O=C(O)CCC(=O)N1CCc2cc(S(=O)(=O)NC3CCCc4ccccc43)ccc21 (configuration not stated)	-10%	-11%	10%	?	-12%	-7
CC1CC(Nc2ccccc2)=NC1(C)C (configuration not stated)	-9%	?	20%	-2%	2%	4
O=C(Nc1ccc(N2CCCCC2)c(S(=O)(=O)Nc2ccccc2Cl)c1)c1cccnc1	5%	.	13µM*	.	.	-29
COc1ccc(CCNC(=O)c2cnc3sc(N4CCC(C)CC4)nn3c2=O)cc1OC	.	0%	.	.	9%	4
CCN1CCc2c(C#N)c(N3CCCCC3)nc(NCc3ccccc3)c2C1	.	0%	-20%	?	11%	7
Cc1ccc(S(=O)(=O)NC(=NC2CCCCC2)c2ccccc2)cc1	0%	-4%	25%	9%	-15%	42
CCCN(CCC)S(=O)(=O)c1ccc(N2CCCC2=O)c([N+](=O)[O-])c1	6%	-4%	21%	6%	-18%	-23
(next part)
SMILES	AmpC no deterg	AmpC detergent	HCV inhibitor	Giardia FBPA inh	Sm TGR block	HCMV antiviral
COC(=O)c1ccc(NC(=O)c2ccc3c(c2)OCO3)cc1	-10%	-2%	?	0%	-7%	16
COc1ccc(NC(=O)CC2SC(=NCC3CCCO3)NC2=O)cc1 (configuration not stated)	-23%	-1%	5%	5%	-22%	-8
CC(C(=O)N1c2ccccc2CCc2ccccc21)n1nnc(-c2ccc(N(C)C)cc2)n1 (configuration not stated)	-7%	1%	?	-2%	-11%	-2
Cc1ccc(-n2c(SCC(N)=O)nnc2-c2ccccn2)cc1C	-18%	-8%	8%	4%	10%	10
Cc1ccc(NC(=O)CCC(=O)c2ccc(Br)cc2)cc1	-23%	-9%	11%	0%	-8%	-14
O=S(=O)(c1ccccc1)N1CCN(S(=O)(=O)N2CCCCC2)CC1	-15%	-10%	6%	2%	0%	62
Cc1ccc(NC(=S)N2CCC(c3nc4ccccc4s3)CC2)cc1C	-26%	-6%	-33%	-2%	0%	-90*
CN(C)C(CNC(=O)c1ccc(NS(=O)(=O)c2ccc(F)cc2)cc1)c1ccco1 (configuration not stated)	-27%	?	-1%	.	-26%	-8
O=C1CCCN1CCCNS(=O)(=O)c1ccc(F)c(F)c1	-9%	3%	5%	.	1%	-3
CCc1nc(SCC(N)=O)c2c(=O)n(C)c(=O)n(C)c2n1	-6%	?	10%	8%	-1%	-8
COc1ccc(C(=O)NCC(=O)OCc2c(Cl)cccc2Cl)cc1OC	-12%	-9%	-9%	.	4%	-8
COc1ccc2[nH]c(C(=O)N3CCC(Cc4ccccc4)CC3)cc2c1	-19%	-2%	-7%	1%	-19%	.
O=C(Cn1cc[n+](Cc2ccccc2)c1)c1ccc([N+](=O)[O-])cc1	20%	1%	?	2%	-9%	?
O=C(CN1CCN(C(=O)c2cccc(-n3cnnn3)c2)CC1)Nc1ccccc1Cl	54%	?	28%	.	1%	37
CCN(CC)C(=O)Oc1ccccc1NC(C)=O	-19%	?	3%	5%	-21%	-8
CC(=O)c1ccc(NC(=O)CSc2nc3[nH]ncc3c(=O)[nH]2)cc1	-14%	?	-4%	.	6%	-17
Cc1ccc(OCc2n[nH]c(=S)n2-c2ccc(Cl)cc2)cc1	-32%	?	16%	?	1%	-7
COc1ccc(C(N)=O)cc1NC(=O)CC(O)(C(F)(F)F)C(F)(F)F	-10%	-10%	19%	8%	-9%	-23
Cc1cc(C(C)(C)C)ccc1OCCn1ccnc1	59%	?	?	-27%	-1%	-33
Cc1nc(Cc2nnc(SCC(=O)Nc3c(C)cccc3C)o2)cs1	-15%	-22%	11%	.	-30%	-5
CCC(C(=O)OCC(=O)Nc1cccc(C(C)=O)c1)c1ccccc1 (configuration not stated)	-15%	?	-17%	-2%	-1%	5
Cn1c(=O)c(C(=S)NC(=O)C2CC2)c(N)n(Cc2ccccc2)c1=O	-20%	-1%	-8%	14%	6%	.
Cn1cnc([N+](=O)[O-])c1N=C(N)N	-17%	?	11%	1%	-20%	-23
O=C(NNC(=S)NCc1ccccc1)c1ccc(Br)o1	-19%	-10%	-2%	7%	-4%	7
COc1ccc2[nH]c(=O)c(CN(C(=O)c3cccnc3)c3ccccc3OC)cc2c1	-27%	?	23%	22%	4%	28

Full records as entered above. Order of values: AmpC no deterg | AmpC detergent | HCV inhibitor | Giardia FBPA inh | Sm TGR block | HCMV antiviral
O=C(Cn1cc[n+](Cc2ccccc2)c1)c1ccc([N+](=O)[O-])cc1 across the screens: 20% | 1% | ? | 2% | -9% | ?
Cc1ccc(-n2c(SCC(N)=O)nnc2-c2ccccn2)cc1C across the screens: -18% | -8% | 8% | 4% | 10% | 10
Cn1cnc([N+](=O)[O-])c1N=C(N)N across the screens: -17% | ? | 11% | 1% | -20% | -23
Cc1ccc(NC(=O)CCC(=O)c2ccc(Br)cc2)cc1 across the screens: -23% | -9% | 11% | 0% | -8% | -14
CCN(CC)C(=O)Oc1ccccc1NC(C)=O across the screens: -19% | ? | 3% | 5% | -21% | -8

Other results follow:
SMILES	AmpC no deterg	AmpC detergent	HCV inhibitor	Giardia FBPA inh	Sm TGR block	HCMV antiviral
CN1CCN(CCCNC(=O)Nc2ccc([N+](=O)[O-])cc2)CC1	-26%	-3%	-26%	17%	0%	-11
CCC(C(=O)OCC(=O)Nc1c(C)nn(-c2ccccc2)c1C)c1ccccc1 (configuration not stated)	76%[activator]	-5%	-6%	.	-18%	-28
CC(C)c1ccc(NC(=S)Nc2ccc3[nH]c(=O)[nH]c3c2)cc1	-33%	8%	5%	-14%	1%	-40
O=C(NCCCn1ccnc1)c1ccc(-c2cccc(C(F)(F)F)c2)o1	13%	.	?	.	.	133
CCOC(=O)C1CCCN(S(=O)(=O)c2cc(-c3cc(C)no3)ccc2C)C1 (configuration not stated)	.	-4%	.	.	7%	0
COc1cc(C2NC(=O)NC(C)=C2C(=O)OCc2ccc(C)cc2)cc(OC)c1O (configuration not stated)	3%	?	-14%	-1%	1%	-18
Cn1nccc1C(=O)OCC(=O)Nc1cccc(Cl)c1	-19%	6%	9%	.	-4%	0
CCC1S/C(=N/N=C/c2ccco2)NC1=O (configuration not stated)	-5%	2%	2%	-12%	-33%	-19
O=C(c1ccncc1)N1CCN(c2cccc(C(F)(F)F)c2)CC1	35%	-1%	11%	6%	-22%	30
CC(=O)Nc1ccc(SCC(=O)Nc2cc(C(C)(C)C)nn2-c2ccccc2)cc1	11%	17%	-25%	14%	3%	?
CCOC(=O)c1c(N)sc(C(O)(C(F)(F)F)C(F)(F)F)c1-c1ccc(Cl)cc1	-25%	-2%	-23%	-7%	8%	2
COCCCNC(=O)CC1C[C@H](C(=O)N2CCCCC2)[C@@]2(C)c3[nH]c4ccccc4c3CCN2C1=O (some centres not stated)	144%[activator]	.	-10%	.	.	0
O=C1CCCN1CC1CCN(Cc2nc(CC3CC3)no2)CC1	45%	-5%	-12%	2%	-3%	-16
CCOC(CNC(=O)C1CCN(S(=O)(=O)c2ccc3nc4c(c(C(=O)O)c3c2)CCCCC4)CC1)OCC	-3%	-2%	-5%	.	?	-33
Cc1ccc(S(=O)(=O)N2CCC(C(=O)OCC(=O)NCc3cccc(Cl)c3)CC2)cc1C	13%	.	-10%	.	.	-6
C[C@@H]1C2C[C@@]34COC(=O)C3=CC=C[C@H]4[C@@]13C[C@H](c1ccoc1)O[C@@H]3O2	0%	?	?	-17%	-8%	.
COC(=O)C(O)(c1ccc(NC(=O)c2cccs2)c(C)c1)C(F)(F)F (configuration not stated)	1%	3%	8%	-6%	27%	12
Cc1cc(NC(=O)COC(=O)C2CC2)ccc1Br	-13%	?	0%	.	-23%	25
Cc1ccc(-c2cc(-c3cccc(F)c3)n[nH]2)c(O)c1	-35%	?	?	-2%	-12%	47
Cc1cc2oc(C(=O)N3CCN(CCc4ccccn4)CC3)c(C)c2cc1C	166%[activator]	0%	10%	.	-1%	-5
Cc1ccc(NC(=O)Cn2nc(Cc3ccncc3)c3ccccc3c2=O)c(Cl)c1	.	5%	.	.	14%	-97*
O=C(Nc1nnc(C2=COCCO2)o1)c1ccc(F)cc1	-15%	-9%	5%	32µM*	5%	-31
Cn1nc(C(=O)NCCc2ccc(Cl)cc2)c2c1-c1ccccc1SC2	.	-7%	.	.	-8%	2
Cc1ccc(C(=O)CC2(O)C(=O)Nc3ccccc32)s1 (configuration not stated)	-22%	6%	8%	2%	2%	35

Bioassay records from PubChem.
